ERK EGF block – blocks ERK signaling stimulated by EGF | 130,000 compounds, 0.41% hits | Potency, µM (top dose mostly 11.5 µM), for inactives: top-dose activity change, negative = inhibition, actives largely listed as inhibitors | HEK293-V1b, EGF-stimulated phospho-ERK AlphaScreen | AID 1454; active means well fitted inhibition curve with a large enough effect; inconclusive means small, poorly fitted or top-dose-only effect, or effect the other way;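 further: plate controls were stimulated vehicle wells for no effect and unstimulated vehicle basal for full effect; nearly all actives have a fitted effect of over 55% in size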
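Phospho-ERK1/2 measured by AlphaScreen (SureFire) after 5 min 25 nM EGF stimulation of V1b-expressing HEK293 cells preincubated 30 min at 37C with titrated compounds; data scaled to DMSO and EGF controls, Hill-fitted AC50.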
* hit, by the source's call; ? = inconclusive; & = joins results of further samples; [ ] = another dose, or the depositor's remark. Potency means the concentration at half of the fitted maximal effect.

SMILES | ERK EGF block
CCOc1ccc(C(=O)N[C@H](C(=O)Nc2cccc(S(=O)(=O)N3CCCCC3)c2)C(C)C)cc1 | 8.5%
CC(C(=O)NCC1CCCO1)c1ccc([N+](=O)[O-])cc1 (centres undefined) | -1.3%
COC(=O)c1ccccc1S(=O)(=O)N1CCC(C(=O)OCC(=O)NCC(F)(F)F)CC1 | -5.1%
Fc1ccccc1-c1nc2nc3ccccc3nc2n1CC1CCCO1 (centres undefined) | 8.5%[57.5 µM]
COc1ccccc1CNC(=O)CSc1cc(=O)n(C)c2ccccc12 | -2.4%[57.5 µM]
CC1=CC(C)C(CN(CCC[N+](C)(C)C)C(=O)Nc2ccccc2)C(C)C1 (centres undefined) | 4.1%[57.5 µM]
O=C(CCSCc1ccc(Cl)cc1)NC1CCCC1 | -3.4%
Cc1ccccc1N1CCN(C2=NC(=O)/C(=C\c3cccs3)S2)CC1 | -8.8%
Cc1nnc(SCCOc2ccccc2)s1 | -4.8%
CC1=CC(C/C(C)=C/COc2ccc3ccc(=O)oc3c2)OC1=O (centres undefined) | -6.2%[57.5 µM]
CCOC(=O)c1sc(/N=C/c2c(O)ccc3ccccc23)cc1C | 0.4%
N#Cc1ccc(CS(=O)(=O)c2nnnn2-c2ccccc2)cc1 | -1.7%
COc1ccc(N2C(=O)c3ccccc3S2(=O)=O)cc1 | -11.8%[57.5 µM]
O=C1/C(=C/c2ccccc2)SC(=S)N1C1CCS(=O)(=O)C1 (centres undefined) | 2.0%[57.5 µM]
COc1ccc2c(c1)C(=O)N(c1ccccc1C)C(=O)C2(C)C | -7.6%
COc1ccc(OCC(=O)OCCNC(=O)c2cccnc2)cc1 | -5.2%
COc1ccc(CC(NC(C)=O)C(=O)NC2CCN(S(=O)(=O)c3ccc(NC(C)=O)cc3)CC2)cc1OC (centres undefined) | 4.9%
CCCC1(C(=O)OCC)NC(c2ccc(N(C)C)cc2)C2C(=O)N(c3ccc4c(c3)OCCO4)C(=O)C21 (centres undefined) | 2.5%
NS(=O)(=O)c1ccc(CNS(=O)(=O)c2cccc3nonc23)cc1 | -0.2%[57.5 µM]
O=[N+]([O-])c1cc(S(=O)(=O)Nc2ccccc2)ccc1NCc1cccnc1 | -9.8%
C=C1CCN([C@@H](C)C(=O)NCc2ccc(Cl)cc2)S(=O)(=O)c2ccccc21 | -0.7%[57.5 µM]
COc1ccccc1C1=Nn2c(COc3ccccc3)nnc2SC1 | 2.3%
COc1ccc(OC)c(C=Nc2ccccc2-c2nc3ccccc3[nH]2)c1 | -6.0%
O=C(Nc1ccc(Nc2ccccc2)cc1)C(Cl)(Cl)Cl | ?
O=C(O)CCn1c(=O)n(CCC(=O)O)c(=O)n(CCC(=O)O)c1=O | -12.3%
(next part)
SMILES | ERK EGF block
Cc1ncoc1C(=O)N1CCCC(CCC(=O)NCc2ccccc2F)C1 (centres undefined) | 2.1%
C=CCn1cccc(C(=O)Nc2ccc(OC)c(OC)c2)c1=O | -1.1%
COc1cc(NC(=O)COC(=O)/C=C/c2c(C)nn(-c3ccc(F)cc3)c2Cl)cc(OC)c1 | 6.5%
N#CCC(=O)N/N=C1\CCCCC1C1CCCCC1 (centres undefined) | -0.1%
CCNc1ccc(S(=O)(=O)N(C)C)cc1NCC(=O)Nc1ccccc1F | -5.7%
Cc1ccc(CN2CCC(CO)(CC3CCCCO3)CC2)o1 (centres undefined) | 1.4%
CC(=O)c1csc(Nc2ccccc2Cl)n1 | -1.0%[57.5 µM]
O=C(c1cccc(F)c1)N(Cc1nc2ccccc2c(=O)[nH]1)C1CCCC1 | -2.2%
O=C(Nc1cccc(F)c1)c1ccc(CSc2ccccc2)o1 | 13.4%
CCC(C)(c1nnnn1-c1c(C)cccc1C)N(N=O)c1ccccc1Cl (centres undefined) | 4.6%
CC(=O)Nc1c(C(=O)N2CCN(c3ccccn3)CC2)cnn1-c1ccc(C)cc1 | 3.9%
CCCN(CC1CC1)c1nc(C)nc(Nc2c(Cl)cc(Cl)cc2Cl)c1Cl | 0.6%&-7.0%
CC(C)[C@H](CO)Nc1nc(Nc2ccc(Cl)c(C(=O)O)c2)c2ncn(C(C)C)c2n1 | -11.7%[57.5 µM]
CN(C)C(=O)c1ccc(-c2nccc(NCc3cccnc3)n2)cc1 | 36.9%
NNC(=O)CS(=O)(=O)c1ccc(Cl)cc1 | -0.4%[57.5 µM]
O=C(O)c1cnc(-c2ccccc2)nc1Oc1ccccc1 | 1.7%
COCCn1c(=O)c(-c2ccc(OC)cc2)nc2cnc(Oc3ccccc3)nc21 | 14.4%
COc1cccc(/C=C/C(=O)Nc2ccc3nc4n(c(=O)c3c2)CCCC4)c1OC | ?
Cc1nnc(N/N=C/c2ccc(O)c([N+](=O)[O-])c2)[nH]c1=O | -5.8%
CCOC(=O)CN=C/C(C(=O)Nc1nccs1)=C(/C)O | 21.3%
O=C(O)c1ccc(Cl)c(S(=O)(=O)Nc2cccc(C(=O)Nc3cccc(C(F)(F)F)c3)c2)c1 | 3.4%
CNCc1c(OCc2ccccc2F)ccc2ccccc12 | 0.4%
NS(=O)(=O)c1cc2c(cc1Cl)N[C@@H](CC1CCCC1)NS2(=O)=O | 13.3%[25.7 µM]
Cc1[nH]oc(=O)c1N=Nc1c(Cl)cccc1Cl | 2.1%
COc1ccc(N=Cc2c(O)ccc3ccccc23)cc1 | -2.4%

A draw from above in order of length of the SMILES, highest first.
SMILES | ERK EGF block
O=C(O)c1ccc(Cl)c(S(=O)(=O)Nc2cccc(C(=O)Nc3cccc(C(F)(F)F)c3)c2)c1 | 3.4%
COc1cccc(/C=C/C(=O)Nc2ccc3nc4n(c(=O)c3c2)CCCC4)c1OC | ?
CN(C)C(=O)c1ccc(-c2nccc(NCc3cccnc3)n2)cc1 | 36.9%
O=C(Nc1cccc(F)c1)c1ccc(CSc2ccccc2)o1 | 13.4%

Retrieved by compound from above (five):
SMILES | ERK EGF block
Cc1[nH]oc(=O)c1N=Nc1c(Cl)cccc1Cl | 2.1%
CCOC(=O)CN=C/C(C(=O)Nc1nccs1)=C(/C)O | 21.3%
COc1cccc(/C=C/C(=O)Nc2ccc3nc4n(c(=O)c3c2)CCCC4)c1OC | ?
O=C(O)c1cnc(-c2ccccc2)nc1Oc1ccccc1 | 1.7%
N#Cc1ccc(CS(=O)(=O)c2nnnn2-c2ccccc2)cc1 | -1.7%

Additional structures
SMILES | ERK EGF block
CCN1C(=O)C(CC(=O)Nc2ccc(F)cc2)N(CCc2ccc(OC)cc2)C1=S (centres undefined) | -16.3%
Cc1cc(C)n(C(=O)C(C)n2nc([N+](=O)[O-])c(Br)c2C)n1 (centres undefined) | 3.7%
CCN1C(=O)C=CC1=O | -3.8%
O=C1CC(NCc2ccc(F)cc2)C(=O)N1c1ccccc1 (centres undefined) | 3.2%
COC(=O)CSc1nc(C)cc(C)n1 | 1.2%
CCC1NC(=S)NC(C)=C1C(=O)c1ccccc1 (centres undefined) | -7.0%
O=C1c2ccccc2C(O)(c2ccccc2)N1c1ccncc1 (centres undefined) | -1.0%[57.5 µM]
CCOC(=O)CSc1nc2cc3c(cc2cc1C)OCO3 | -11.9%
Cc1cc(C)n2nc(C(=O)N/N=C/c3cccs3)nc2n1 | 8.4%
Cc1ccc(N2C(=S)NC3c4cc(Cl)ccc4OC2(C)C3C(=O)N(C)C)cc1 (centres undefined) | -6.7%[57.5 µM]
CCC1CCCN1Cn1cnc2c([nH]c3ccc(C)cc32)c1=O (centres undefined) | 9.6%
Cc1ccc(C)c(S(=O)(=O)NC(Cc2c[nH]c3ccccc23)C(=O)O)c1 (centres undefined) | -2.7%
Cc1ccc(N(C(=O)Cc2cccs2)C(C(=O)NC2CCCC2)c2ccncc2)cc1 (centres undefined) | 2.4%
O=C(Cc1c[nH]c2ccccc12)OCCOC(=O)Cc1c[nH]c2ccccc12 | -11.0%[57.5 µM]
c1ccc(Cn2cnc3ccccc32)cc1 | -0.7%
CCCCOc1ccc(CSCCN=C(N)N)cc1 | -11.1%
COc1ccc(OC)c(C2C3=C(CCCC3=O)Nc3nnnn32)c1 (centres undefined) | -0.3%
O=C(Nc1cc(S(=O)(=O)N2CCOCC2)ccc1N1CCOCC1)c1ccc(S(=O)(=O)N2CCCCC2)cc1 | -3.8%
CCCCCCc1c(C[C@H](N)C(=O)O)o[nH]c1=O | 0.0%&-11.8%
CCc1nnc(NS(=O)(=O)c2ccc(N3C(=O)c4ccccc4C3=O)cc2)s1 | -4.5%
COc1ccc(NC(=O)CN2CCN(c3ccccc3)CC2)cc1 | -2.4%
Cc1nc(SCc2ccc(F)cc2)c2oc3ccccc3c2n1 | -4.4%[57.5 µM]
CCCCn1c(/C=C/c2ccco2)nc2ccccc21 | -7.6%
CC(=O)C1=C(C)OC(N)=C(C#N)C1c1cc([N+](=O)[O-])ccc1Cl (centres undefined) | 6.4%[57.5 µM]
CC(=O)O/N=C(\N)c1cnn2c(C(F)(F)F)cc(C(F)(F)F)nc12 | 1.9%[57.5 µM]
(further entries)
SMILES | ERK EGF block
COc1cc(NC(=O)CN2CCCCC2)c(C)cc1[N+](=O)[O-] | 26.0%
Cc1[nH]c2ccccc2c1C(Nc1nccs1)c1ccncc1 (centres undefined) | -3.0%
O=S(=O)(Nc1cc(C(F)(F)F)ccc1N1CCOCC1)c1ccccc1 | 4.5%[57.5 µM]
Cc1c(NC(=O)CN2c3ccccc3CC2C)c(=O)n(-c2ccccc2)n1C (centres undefined) | -0.5%
COc1cc(OC)c(NC(=O)/C=C/C(=O)O)cc1Cl | -9.2%[57.5 µM]
C/C(Cn1cnc([N+](=O)[O-])n1)=N\NC(=O)c1ccncc1 | -5.9%
N/C(=N\OCc1ccc([N+](=O)[O-])cc1)c1ccncc1 | -4.6%
O=C1CCC(=O)N1CCSC(=S)N1CCSCC1 | -2.0%[57.5 µM]
Cc1ccc(/C=N/NC(=O)CSc2ccccn2)o1 | -8.5%[57.5 µM]
CCOC(=O)c1cc2occc2n1CC(=O)NC1CCCCC1C (centres undefined) | -1.9%
Cc1ccc2nc(NC(=O)c3ccc(OCC4CCCO4)cc3)sc2c1 (centres undefined) | ?
OCCC1CN(Cc2ccon2)CCN1Cc1ccccc1 (centres undefined) | 1.3%
O=C(NCC(=O)N(Cc1ccco1)C(C(=O)NC1CCCCC1)c1ccncc1)c1cccs1 (centres undefined) | -5.2%[57.5 µM]
CCCCN(CCCC)C(=O)C[n+]1cccc(/C=N/O)c1 | 12.7%
O=C(Nc1ccccc1)c1sc(N2CCOCC2)nc1-c1ccccc1 | -9.0%
Cc1ccc(NCC(=O)N/N=C/c2cc(O)ccc2[N+](=O)[O-])cc1 | -3.0%
Cc1ccc(NC(=O)c2ccc(OC(F)F)cc2)cc1S(=O)(=O)N(C)C | 7.0%
CCN(CC)c1ccc(/C=N/NC(=O)c2c(Cl)c(C)nn2C)cc1 | 5.2%
CCC(CC)C(=O)Nc1cccc(C(=O)NCCc2ccccc2)c1 | -13.4%
Cc1ccnc(NS(=O)(=O)c2ccc(NC(=O)c3cncc(Br)c3)cc2)n1 | -11.9%
Cc1cccc(NC(=O)CSc2ccc(-c3cccs3)nn2)c1C | 0.4%
CSc1ncccc1C(=O)NCC12CC3CC(CC(C3)C1)C2 | -4.6%
CC1(C)CC(=O)C2=C(C1)N(c1ncn[nH]1)C(N)=C(C#N)C2c1ccccc1 (centres undefined) | 4.1%
O=C(O)c1ccc(Oc2ccc(C(F)(F)F)cn2)cc1 | -23.1%
COC(=O)c1ccc(S(=O)(=O)N(C2CCCCC2)C2CCCCC2)n1C | -2.7%[57.5 µM]

Among those listed so far, these have bromine.
SMILES | ERK EGF block
Cc1cc(C)n(C(=O)C(C)n2nc([N+](=O)[O-])c(Br)c2C)n1 (centres undefined) | 3.7%
Cc1ccnc(NS(=O)(=O)c2ccc(NC(=O)c3cncc(Br)c3)cc2)n1 | -11.9%

(listing goes on)
SMILES | ERK EGF block
COC(=O)c1nn(-c2ccccc2)c(Cl)c1/C=N/O | 4.7%
COC(=O)c1ccc2nc(Nc3nc4c(F)cc(F)cc4s3)sc2c1 | 2.1%
CC1=C2C(=COC(C)C2C)C(=O)C(C(=O)O)=C1O (centres undefined) | 9.2%
CCCCSc1cc(=O)[nH]c(N)n1 | -3.7%[57.5 µM]
C/C(=N\NC(=O)c1cccnc1)c1ccc(C)c([N+](=O)[O-])c1 | 2.2%
COc1ccc(Cl)cc1NC(=O)C1CSC(c2ccncc2)=N1 (centres undefined) | -2.2%
CC(=O)Nc1ccc(C(=O)/C=C/c2ccco2)cc1 | 0.9%
COc1c(CC=C(C)C)cc(C2CC(=O)c3c(O)cc(O)cc3O2)cc1CC=C(C)C (centres undefined) | -13.1%[57.5 µM]
COc1ccc(C2CC(=O)Oc3c(C(CCN4CCCCC4)c4ccc(N(C)C)cc4)c(OC)cc(OC)c32)cc1 (centres undefined) | -5.1%[57.5 µM]
COc1cccc(CC2(CO)CCN(Cc3cn(C)nc3C)CC2)c1 | 31.7%
O=C(COc1ccc(Cl)cc1)NC1=NN(c2ccccc2)C(=O)C1 | -0.6%
COc1cc(C2OC(=O)c3ccccc3S2)cc(OC)c1OC (centres undefined) | -1.2%[57.5 µM]
N#Cc1ncc(-c2ccc3c(c2)OCCOCCOCCOCCOCCO3)nc1C#N | 4.4%
CC(C)CN1CC(C(=O)O)CC1=O (centres undefined) | 0.3%[57.5 µM]
c1ccc(Cn2nnc3c(NCC4CCCO4)nc(C4CC4)nc32)cc1 (centres undefined) | -1.7%
COC(=O)[C@@H]1C[C@H]1[C@@H](NS(=O)(=O)c1ccc2ccccc2c1)c1ccccc1 | -0.9%
Cc1nnc(SCC(=O)N2c3ccccc3CC2C)[nH]c1=O (centres undefined) | -3.1%
Cc1ccc(SCCc2cc[n+](CC(=O)c3ccccc3)cc2)cc1 | -0.1%
C/C=C(\C)C(=O)OC1c2c(ccc3ccc(=O)oc23)OC(C)(C)C1OC(C)=O (centres undefined) | 24.4%&-8.0%
COc1ccc(C(CC(=O)O)n2cnnn2)cc1 (centres undefined) | 2.0%[57.5 µM]
Cc1nnc(NC(=O)CSc2nnc(Cc3cccn3C)n2-c2cccc(C)c2C)s1 | 1.6%

These rows are one share of the data, so the mix of outcomes need not match the whole.
